From PubChem BioAssay
AmpC det inh: Promiscuous and Specific Inhibitors of AmpC Beta-Lactamase (assay with detergent); P00811; purified AmpC, nitrocefin hydrolysis with detergent; Potency, µM (doses to about 28.7 µM), inactives show at the highest dose activity change, negative = inhibition; 71,000 tested, 0.09% active; AID 584, 2007; active = well fitted curve in the direction sought with a large enough effect
Target sequence (P00811 whole entry, looked up): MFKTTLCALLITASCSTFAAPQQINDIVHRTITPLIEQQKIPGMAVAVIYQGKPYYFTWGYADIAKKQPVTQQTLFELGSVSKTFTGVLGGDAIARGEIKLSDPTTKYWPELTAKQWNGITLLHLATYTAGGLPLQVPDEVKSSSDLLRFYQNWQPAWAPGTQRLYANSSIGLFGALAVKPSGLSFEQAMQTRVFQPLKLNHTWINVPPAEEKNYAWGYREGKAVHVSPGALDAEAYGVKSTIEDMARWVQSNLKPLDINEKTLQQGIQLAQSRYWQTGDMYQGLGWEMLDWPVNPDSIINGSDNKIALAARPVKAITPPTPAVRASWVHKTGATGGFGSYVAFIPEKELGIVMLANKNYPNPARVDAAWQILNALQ
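E. coli AmpC (5.3 nM) in 20 mM phosphate pH 7.0 with 0.01% Triton X-100, preincubated 15 min RT with compound; nitrocefin (2 uL of 800 uM stock) hydrolysis followed by 480 nm absorbance every 20 s over 4 min.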
The depositor's hits bear a star; & = joins results of further samples; [ ] = dose if it differs, or a comment. % is set by controls: 0 for no effect and ±100 for the full control effect; potency is the fitted concentration of half-maximal effect.

Screening O=C1C2CCCN2C(c2ccc(F)c(F)c2)N1c1cccc(Cl)c1 (stereo unspecified) returned AmpC det inh 5%.
`CC(C)NC(=O)N1CCCC2(CCN(C(=O)c3ccncc3)CC2)C1` gave AmpC det inh -1%.
C=C1CC[C@@H](O)C/C1=C/C=C1\CCC[C@]2(C)[C@@H]1CC[C@H]2[C@@H](C)/C=C\[C@@H](C)C(C)C was read as AmpC det inh -18%.
`Cc1nc(SC2CC(=O)N(c3ccccc3)C2=O)nc2c1CCCC2` (stereo unspecified) gave AmpC det inh -3%.
Cc1nn(CCCC(=O)N2CCc3ccccc3C2)c(=O)c2cc3sccc3n12 was read as AmpC det inh 9%.
Screening CCOC(=O)CCCCC(=O)c1[nH]c(=O)[nH]c1Cn1cnc2ccccc21 returned AmpC det inh -5%.
`CC(=O)NCCOc1cccc(OCCNC(C)=O)c1` gave AmpC det inh -5%.
CNc1ncnc2ccc(-c3ccccc3C)cc12 was read as AmpC det inh 9%.
For CC1(C)CC(=O)C(C(c2cccc(O)c2O)C2C(=O)CC(C)(C)CC2=O)C(=O)C1 the results were AmpC det inh -9%[5.75 µM].
Cn1c(=O)[nH]c(=O)c2c1nc(NCCCO)n2CCCc1ccccc1 was read as AmpC det inh 1%.
For O=C(CSc1ccccc1)Nc1ccccc1N1CCOCC1 the results were AmpC det inh -3%.
Screening O=C(c1cnccn1)N1CCC2(CC1)CN(c1cccc(-c3ccccc3)c1)C2 returned AmpC det inh 1%.
`COc1ccc(-n2c(=O)cnc3cnc(N4CCN(C)CC4)nc32)cc1` gave AmpC det inh 1%.
O=C(CN(c1ccc(F)cc1)S(=O)(=O)c1ccc2c(c1)OCCO2)Nc1cccnc1 was read as AmpC det inh -5%.
For CC(C)C1CC(=O)NC(SCC(=O)Nc2ccc(Br)cc2)=C1C#N (stereo unspecified) the results were AmpC det inh 17%.
For O=C(Nc1ccc(NC(=O)C2CCCN2C(=O)OCc2ccccc2)cc1)c1ccco1 (stereo unspecified) the results were AmpC det inh -2%.
Cc1ccc(S(=O)(=O)N2CCN(C(=O)N3CCOCC3)C2C(C)C)cc1 (stereo unspecified) was read as AmpC det inh -5%.
Screening CCCCCCSC1=C(C#N)C(c2ccc(O)cc2)CC(=O)N1 (stereo unspecified) returned AmpC det inh 14%.
`OCC#CCSc1nnc(-c2ccncc2)o1` gave AmpC det inh -3%.
Screening C=C(CO)[C@H]1Cc2c(ccc3c(=O)c4c(oc23)COc2cc(OC)c(OC)cc2-4)O1 returned AmpC det inh 3%.
For CCNc1ncc2nc(CCc3ccccc3)c(=O)n(Cc3cccc(OC)c3)c2n1 the results were AmpC det inh 0%.
`Cc1ccc(NC(=O)c2noc3c2CCCCC3)cc1` gave AmpC det inh -2%.
Screening COc1ccc(OC(C)=O)c(C2c3cc(OC)c(OC)cc3CCN2C(C)=O)c1 (stereo unspecified) returned AmpC det inh 12%.
For O=C(O)CNC(=O)[C@@H](CS)Cc1ccccc1 the results were AmpC det inh -2%[12.8 µM].
`CCN(CC(=O)Nc1cccc(C(C)=O)c1)S(=O)(=O)c1ccc(OC)cc1` gave AmpC det inh -5%.
`Cc1ccc(NC(=O)C2CCCN(c3ncccn3)C2)cc1F` (stereo unspecified) gave AmpC det inh 6%.
O=C(/C=C\c1ccc(O)c(O)c1)O[C@@H]1C[C@](O)(C(=O)O)C[C@@H](O)[C@@H]1O was read as AmpC det inh 0%[12.8 µM].
Screening CN1C(=O)N(C)C(=O)C2(Cc3ccccc3N3CCOCC32)C1=O (stereo unspecified) returned AmpC det inh 2%.
O=C(C1CCCN(S(=O)(=O)Cc2ccccc2)C1)N1CCc2ccccc21 (stereo unspecified) was read as AmpC det inh 9%.
C=C(C)C(=O)OCC1CO1 (stereo unspecified) was read as AmpC det inh 8%.
For NS(=O)(=O)c1ccc(N=Nc2ncccc2O)cc1 the results were AmpC det inh -2%[5.75 µM].
Screening COc1ccc(CN(CC2CCCO2)S(=O)(=O)c2ccc(C(=O)O)cc2)cc1OC (stereo unspecified) returned AmpC det inh -1%.
`O=C(Nc1ccccc1C(=O)N1CCOCC1)c1ccco1` gave AmpC det inh 7%.
Screening CCOc1ccc2nc(SC(CC)C(=O)Nc3cc(C)on3)sc2c1 (stereo unspecified) returned AmpC det inh -1%.
For Cc1cc(C)nc(SCCS(=O)Cc2ccc(Cl)cc2)n1 (stereo unspecified) the results were AmpC det inh 15%.
Screening COC(C)=O returned AmpC det inh 10%.
`Cn1c(=O)c2c(-c3ccccc3)n(Cc3cccnc3)cc2n(C)c1=O` gave AmpC det inh 0%.
For O=C(O)c1ccc2c3c1cccc3c(=O)n1c3ccccc3nc21 the results were AmpC det inh -2%.
Screening Cn1c(Cc2cccs2)n[nH]c1=S returned AmpC det inh -3%.
For NN=C(N)N the results were AmpC det inh -6%&-1%&-2%.
`Cn1c(=O)oc2cc(S(=O)(=O)N3CCC(C(=O)Nc4ccc(OC(F)(F)F)cc4)CC3)ccc21` gave AmpC det inh 9%.
For O=C(O)CCCc1nc(-c2ccccc2)no1 the results were AmpC det inh -5%.
`CCOc1ccccc1NC(=O)N1CCCC1C(=O)Nc1ccc(NC(C)=O)cc1` (stereo unspecified) gave AmpC det inh 0%.
`Cn1c(=O)c2[nH]c(SCCN3CCOCC3)nc2n(C)c1=S` gave AmpC det inh -5%[5.75 µM].
For O=c1oc2ccccc2c2nccnc12 the results were AmpC det inh -2%.
O=C(CN(c1ccc(F)cc1)S(=O)(=O)c1ccc2c(c1)OCCO2)Nc1ccc2c(c1)OCO2 was read as AmpC det inh -9%.
Screening CC(C)C[C@@H](CC(=O)N[C@H](CC(=O)N[C@@H]1CCCC[C@H]1C(=O)N[C@H](CC(=O)N[C@@H](CCC(=O)O)CC(=O)O)Cc1c[nH]c2ccccc12)C(C)C)NC(=O)[C@@H]1CNCC[C@H]1N returned AmpC det inh -4%.
For Cn1c(=O)c2c(nc(NCCc3ccccc3)n2Cc2ccc(F)cc2)n(C)c1=O the results were AmpC det inh 9%.
Screening CC(C)(C)c1cnnn1-c1ccc(-c2csc(N)n2)cc1 returned AmpC det inh 2%.
For CS(=O)(=O)N(CC(=O)NCc1ccncc1)Cc1ccc(Cl)cc1 the results were AmpC det inh -6%.
`CCn1c(SCC(=O)Nc2cccc(NC(=O)c3ccco3)c2)nnc1-c1cccs1` gave AmpC det inh 15%.
`c1ccc(-c2nnn(C34CC5CC(CC(C5)C3)C4)n2)cc1` gave AmpC det inh 7%.
Screening O=C(c1cc(C(F)(F)F)cc(C(F)(F)F)c1)N1CCC[C@@]2(CCN(Cc3nccs3)C2)C1 returned AmpC det inh -4%.
Screening COc1ccc(CCNS(=O)(=O)c2ccc3oc(C(=O)O)c(C)c3c2)cc1OC returned AmpC det inh 0%.
CCOc1cc(C2NC(=O)NC(O)(C(F)(F)F)C2C(=O)c2ccc(OC)cc2)ccc1O (stereo unspecified) was read as AmpC det inh -3%.
`O=C1CCCN1CN(C(=O)c1ccccc1)c1ccc(F)cc1` gave AmpC det inh 9%.
O=C(Cn1ncc2c1-c1ccccc1OC2)Nc1nc2ccccc2s1 was read as AmpC det inh 12%.
CN(C)C=Nc1nonc1N was read as AmpC det inh 18%.
CC(C)(C)C(=O)CN1C(=O)C2(OCCO2)c2ccccc21 was read as AmpC det inh 6%.
COc1cc(NC(=O)Cc2cccs2)ccc1-n1cnnn1 was read as AmpC det inh 10%.
OC(CN1CCN(c2ccccn2)CC1)Cn1c2ccccc2c2ccccc21 (stereo unspecified) was read as AmpC det inh 0%.
For Cc1ccccc1-c1nc(CN2CCC(C(=O)NCCC3=CCCCC3)CC2)c(C)o1 the results were AmpC det inh -1%.
`COc1ccc(C(=O)N2CCC3(CCN(Cc4ccncc4)CC3)CC2)cc1` gave AmpC det inh 0%.
Cc1ccsc1C=Nc1ccc(O)cc1 was read as AmpC det inh 7%.
Screening CN1CCN(C(=O)c2ccc3c(c2)N(Cc2ccc(Cl)cc2)C(=O)c2ccccc2S3=O)CC1 (stereo unspecified) returned AmpC det inh 3%.
CCOc1ccccc1C1C(C#N)=C(N)Oc2n[nH]c(CC)c21 (stereo unspecified) was read as AmpC det inh -2%.
`CC1CCC(NC(=O)c2ccc(CS(=O)(=O)Cc3ccccc3F)o2)CC1` (stereo unspecified) gave AmpC det inh 5%.
Screening O=C(CCN1C(=O)c2ccncc2C1=O)NCc1ccc(Cl)cc1 returned AmpC det inh -3%.
`C/C=C/c1ccc(Oc2nnnn2-c2ccc(C(N)=O)cc2)c(OC)c1` gave AmpC det inh -8%.
O=C(CSc1nc(-c2ccccc2)cs1)NC(=O)NCc1ccco1 was read as AmpC det inh -3%.
Screening CCn1cc(C(=O)Nc2cccc(NC(C)=O)c2)c2cc(OC)c(OC)cc2c1=O returned AmpC det inh 5%.
For CN(C)c1ncc2nc(CCc3ccccc3)c(=O)n(-c3ccccc3)c2n1 the results were AmpC det inh 1%.
For CCCS(=O)(=O)N1CCN(C(=O)c2ccco2)CC1 the results were AmpC det inh -1%.
`Cc1nc2sc(C(c3cccs3)N3CC(C)CC(C)C3)c(O)n2n1` (stereo unspecified) gave AmpC det inh 12%.
Cc1c(N=C/C=C/c2ccccc2)c(=O)n(-c2ccccc2)n1C was read as AmpC det inh -1%.
`CCc1ccccc1N1C[C@@]23C=C[C@@H](O2)C(C(=O)OCC(C)C)[C@H]3C1=O` (stereo partly specified) gave AmpC det inh -3%.
C(=N\c1nc2ccccc2[nH]1)/c1cccs1 was read as AmpC det inh 17%.
For COC(=O)c1[nH]c(C)c(/C(O)=C2\C(=O)C(=O)N(CCN(C)C)C2c2cccc(OC)c2OC)c1C (stereo unspecified) the results were AmpC det inh 3%.
O=C(CCn1c(=S)[nH]c2cc3c(cc2c1=O)OCO3)N1CCN(C2CCCCC2)CC1 was read as AmpC det inh 0%.
CCOC(=O)C1C(=O)CC(C)(O)C(C(=O)OCC)C1c1ccco1 (stereo unspecified) was read as AmpC det inh -2%.
For Cc1nnc(NC2=NCCC2)s1 the results were AmpC det inh 1%.
Screening CNC(=O)[C@@H]1O[C@@H](n2cnc3c(NCc4cccc(I)c4)ncnc32)[C@H](O)[C@@H]1O returned AmpC det inh -3%.
O=C(c1cnccn1)N1CCC2(CC1)CN(c1ccccn1)C2 was read as AmpC det inh 2%.
Screening CCCc1cc(C(=O)Nc2sc3c(c2C(=O)OCC)CCCC3)no1 returned AmpC det inh 8%.
`Cc1noc(C)c1S(=O)(=O)N(CC(=O)N1CCn2c1nc1ccccc12)c1ccc(C(C)C)cc1` gave AmpC det inh 10%.
`O=C(NC(Cc1ccccc1)C(=O)O)OCc1ccccc1` (stereo unspecified) gave AmpC det inh 0%.
`Cc1cc2c3c(c1)C1(C(=O)N3C(C)(C)CC2C)C(C#N)=C(N)Oc2cc(O)ccc21` (stereo unspecified) gave AmpC det inh -8%.
O=C(CCn1c(=O)oc2ccccc21)N1CCN(C(c2ccccc2)c2ccccc2)CC1 was read as AmpC det inh -2%.
Cc1cccc(CS(=O)(=O)Cc2ccc(C(=O)NCCCN3CCOCC3)o2)c1 was read as AmpC det inh -2%.
Screening CCOCc1cc(C)[nH]c(=O)c1C#N returned AmpC det inh -1%.

13 compounds out of the list, arranged by formula weight, highest first.
Screening CNC(=O)[C@@H]1O[C@@H](n2cnc3c(NCc4cccc(I)c4)ncnc32)[C@H](O)[C@@H]1O returned AmpC det inh -3%.
`Cc1noc(C)c1S(=O)(=O)N(CC(=O)N1CCn2c1nc1ccccc12)c1ccc(C(C)C)cc1` gave AmpC det inh 10%.
For COC(=O)c1[nH]c(C)c(/C(O)=C2\C(=O)C(=O)N(CCN(C)C)C2c2cccc(OC)c2OC)c1C (stereo unspecified) the results were AmpC det inh 3%.
O=C(CCn1c(=O)oc2ccccc21)N1CCN(C(c2ccccc2)c2ccccc2)CC1 was read as AmpC det inh -2%.
`Cc1cc2c3c(c1)C1(C(=O)N3C(C)(C)CC2C)C(C#N)=C(N)Oc2cc(O)ccc21` (stereo unspecified) gave AmpC det inh -8%.
`CCc1ccccc1N1C[C@@]23C=C[C@@H](O2)C(C(=O)OCC(C)C)[C@H]3C1=O` (stereo partly specified) gave AmpC det inh -3%.
CCOC(=O)C1C(=O)CC(C)(O)C(C(=O)OCC)C1c1ccco1 (stereo unspecified) was read as AmpC det inh -2%.
Cc1c(N=C/C=C/c2ccccc2)c(=O)n(-c2ccccc2)n1C was read as AmpC det inh -1%.
O=C(c1cnccn1)N1CCC2(CC1)CN(c1ccccn1)C2 was read as AmpC det inh 2%.
`O=C(NC(Cc1ccccc1)C(=O)O)OCc1ccccc1` (stereo unspecified) gave AmpC det inh 0%.
C(=N\c1nc2ccccc2[nH]1)/c1cccs1 was read as AmpC det inh 17%.
Screening CCOCc1cc(C)[nH]c(=O)c1C#N returned AmpC det inh -1%.
For Cc1nnc(NC2=NCCC2)s1 the results were AmpC det inh 1%.

(further entries)
For Cn1c(=O)[nH]c(=O)c2c1nc(CN(Cc1ccccc1)Cc1ccccc1)n2CCN1CCOCC1 the results were AmpC det inh 0%.
For CCn1c(Cn2nnc(-c3ccccc3)n2)nnc1SCC(=O)Nc1ccc(N(C)C)cc1 the results were AmpC det inh -2%.
For CN1CCc2c(sc3c2C(=O)NC(c2ccco2)N3)C1 (stereo unspecified) the results were AmpC det inh 22%.
`O=c1c(CN2CCN(Cc3ccccc3)CC2)coc2ccc(Cl)cc12` gave AmpC det inh 0%.
Screening COc1ccc(NC(=O)N2CCC3(CC2)CCN(C(=O)c2cc(C(F)(F)F)cc(C(F)(F)F)c2)CC3)cc1 returned AmpC det inh -4%.
Screening CCN(CC)S(=O)(=O)c1ccc2oc(SCc3ccc(F)cc3)nc2c1 returned AmpC det inh -3%.
Screening Cc1oc(-c2ccccc2F)nc1CS(=O)(=O)CC(=O)NCc1ccco1 returned AmpC det inh 7%.
Cc1cc(C(=O)NCc2ccc3c(c2)OCO3)n(-c2ccccc2)n1 was read as AmpC det inh 4%.
`C/C(CC/C(C)=N/O)=N/O` gave AmpC det inh 0%[5.75 µM].
Screening CC(=O)c1ccc(NC(=O)C2CC(c3ccc(F)cc3)=NO2)cc1 (stereo unspecified) returned AmpC det inh -7%.
O=C(O)c1cc(NCc2ccc3c(c2)OCO3)ccc1N1CCOCC1 was read as AmpC det inh -4%.

The list is partial, so the mix of outcomes need not match the whole.
